Compound activity as filed in PubChem.
M. tuberculosis HTS: M. tuberculosis growth inhibition, HTS (AID 449762); M. tuberculosis H37Rv growth inhibition, 7H9 media; higher % means a stronger effect; inhibition, % at 25 µM, or IC50 in µM where a hit was titrated; 330,000 tested, 0.59% active; in the data active = a potency from the dose series; inconclusive = inhibition above about 70% without an active follow-up result;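 also: bacterial growth assessed after seven days of incubation; strong numbers were not always called active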
M. tuberculosis: growth inhibition of non-replicating M. tuberculosis (AID 488890); 320,000 tested, 0.39% active; Mycobacterium tuberculosis non-replicating, growth inhibition; higher % means a stronger effect; one-dose inhibition, % at 25 µM; IC50 in µM for titrated hits; in the data active = a potency from the dose series; inconclusive = inhibition mostly from about 82% at the one dose, without a potency; inactive = the rest, 99 in 100 with inhibition below about 76%;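 also: plate controls were DMSO cells for no effect and high antibiotic wells for full effect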
inhibitors of VEEV: inhibitors of VEEV TC-83 cytopathic effect, confirmation, Vero cells (AID 588727) | inhibition, % at 20 µM, or IC50 in µM where a hit was titrated | 350,000 tested, 0.13% active | Vero cells, VEEV TC-83 cytopathic effect inhibition; higher % means a stronger effect; in the data active = a potency from the dose series; inconclusive = inhibition mostly from about 14% at the one dose, without a potency; inactive = the rest, 99 in 100 with inhibition below about 12%; also: strong numbers were not always called active
Salmonella PhoP GFP: PhoP regulon inhibitors, Salmonella typhi PhoP promoter GFP reporter, confirmatory (AID 1850). one-dose inhibition, % at 50 µM; IC50 in µM for titrated hits. 310,000 tested, 0.33% active. Salmonella Typhi PhoP-promoter GFP reporter, fluorescence, 4 h; higher % means a stronger effect; in the data active = a potency from the dose series; inconclusive = inhibition mostly from about 25% at the one dose, without a potency; inactive = the rest, 99 in 100 with inhibition below about 19%;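 also: 0% = induced wells with vehicle and 100% = uninduced wells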
influenza NS1A: H1N1 influenza NS1A inhibitors, functional cell based assay (AID 504329) | NS1A functional cell-based assay, percent inhibition; higher % means a stronger effect | 340,000 tested, 0.3% active | inhibition, % at 12.5 µM; hits with a dose series show IC50 in µM; in the data active = a potency from the dose series; inconclusive = inhibition above about 27% without an active follow-up result; also: strong numbers were not always called active
inhibitors of VEEV 10K pilot screen: second read-out of inhibitors of VEEV, no call of its own (marks repeat the call); inhibition, %; measured here: 10K pilot screen inhibition
* = called active by the depositor; i = inactive; u = inconclusive; x = not tested or not shown.

Start of the data: the first 16 entries, to show the layout:
SMILES	M. tuberculosis HTS	M. tuberculosis	inhibitors of VEEV	Salmonella PhoP GFP	influenza NS1A	others
Cc1ccc(C)c(NC(=S)N(Cc2ccco2)C(C)c2cccs2)c1 (stereo not drawn)	-3%	14%	0.5%	30%	8%
Nc1ccccc1C(=O)NC(=O)Nc1ccc(Oc2ncc(Br)cn2)c(Cl)c1	x	x	11%	x	1%
O=C(NCCCCCCNC(=O)N1CCCCCC1)N1CCCCCC1	-1%	15%	i	11%	-4%
CN(C(=O)C1CCC(=O)N(CCc2ccc(Cl)cc2)C1)C1CCOCC1 (stereo not drawn)	4%	10%	1.1%	-9%	0%
CCOc1ccccc1NC(=O)C(NCCN(C)C)c1ccccc1 (stereo not drawn)	0%	23%	i	7%	-27%
COCCCn1nnnc1SCC(=O)N1CCN(C(=O)c2ccco2)CC1	2%	-10%	0.6%	1%	-3%
O=C(NC(=S)N(CC1CCC1)CC1CCCO1)c1cccc([N+](=O)[O-])c1 (stereo not drawn)	19%	-16%	3.2%	4%	-11%
Cn1c(SCC#N)nnc1-c1ccc2c(c1)OCO2	-1%	29%	1.5%	-8%	4%
O=S(=O)(NC1=NCCCCC1)c1ccc(F)cc1	-4%	1%	i	-3%	11%
CCN(CC)S(=O)(=O)c1ccc(OC(C)C)c(NC(=O)C2=COCCO2)c1	3%	30%	6.9%	-7%	-6%
Cc1c(N=C/C=C/c2ccccc2)cnn1C	4%	-3%	2.9%	-4%	-1%
COc1ccc(CCNC(=O)c2cc3c(=O)n4cccc(C)c4nc3n(Cc3ccco3)c2=N)cc1OC	7%	44%	i	-3%	12%
O=C(COC(=O)CCC(=O)c1cccs1)Nc1ncc(Cl)cc1Cl	4%	63%	0.5%	-5%	1%
COc1ccc(C(c2nnnn2C(C)(C)C)N2CCN(c3nc4ccccc4s3)CC2)cc1 (stereo not drawn)	x	x	1.7%	x	-1%
CCCCc1nnc2c(N(C)S(=O)(=O)c3ccccc3)nc3ccccc3n12	-15%	-12%	i	-12%	-10%
Cc1c(C(=O)N2CC3(CC(c4cccc(NC(=O)[C@H]5CCC(=O)N5)c4)=NO3)C[C@@H]2C(N)=O)cc([N+](=O)[O-])cc1[N+](=O)[O-] (stereo partly drawn)	1%	5%	0.4%	-15%	-11%

The list itself, previewed entries included:
SMILES	M. tuberculosis HTS	M. tuberculosis	inhibitors of VEEV	Salmonella PhoP GFP	influenza NS1A	others
Cc1ccc(C)c(NC(=S)N(Cc2ccco2)C(C)c2cccs2)c1 (stereo not drawn)	-3%	14%	0.5%	30%	8%
Nc1ccccc1C(=O)NC(=O)Nc1ccc(Oc2ncc(Br)cn2)c(Cl)c1	x	x	11%	x	1%
O=C(NCCCCCCNC(=O)N1CCCCCC1)N1CCCCCC1	-1%	15%	i	11%	-4%
CN(C(=O)C1CCC(=O)N(CCc2ccc(Cl)cc2)C1)C1CCOCC1 (stereo not drawn)	4%	10%	1.1%	-9%	0%
CCOc1ccccc1NC(=O)C(NCCN(C)C)c1ccccc1 (stereo not drawn)	0%	23%	i	7%	-27%
COCCCn1nnnc1SCC(=O)N1CCN(C(=O)c2ccco2)CC1	2%	-10%	0.6%	1%	-3%
O=C(NC(=S)N(CC1CCC1)CC1CCCO1)c1cccc([N+](=O)[O-])c1 (stereo not drawn)	19%	-16%	3.2%	4%	-11%
Cn1c(SCC#N)nnc1-c1ccc2c(c1)OCO2	-1%	29%	1.5%	-8%	4%
O=S(=O)(NC1=NCCCCC1)c1ccc(F)cc1	-4%	1%	i	-3%	11%
CCN(CC)S(=O)(=O)c1ccc(OC(C)C)c(NC(=O)C2=COCCO2)c1	3%	30%	6.9%	-7%	-6%
Cc1c(N=C/C=C/c2ccccc2)cnn1C	4%	-3%	2.9%	-4%	-1%
COc1ccc(CCNC(=O)c2cc3c(=O)n4cccc(C)c4nc3n(Cc3ccco3)c2=N)cc1OC	7%	44%	i	-3%	12%
O=C(COC(=O)CCC(=O)c1cccs1)Nc1ncc(Cl)cc1Cl	4%	63%	0.5%	-5%	1%
COc1ccc(C(c2nnnn2C(C)(C)C)N2CCN(c3nc4ccccc4s3)CC2)cc1 (stereo not drawn)	x	x	1.7%	x	-1%
CCCCc1nnc2c(N(C)S(=O)(=O)c3ccccc3)nc3ccccc3n12	-15%	-12%	i	-12%	-10%
Cc1c(C(=O)N2CC3(CC(c4cccc(NC(=O)[C@H]5CCC(=O)N5)c4)=NO3)C[C@@H]2C(N)=O)cc([N+](=O)[O-])cc1[N+](=O)[O-] (stereo partly drawn)	1%	5%	0.4%	-15%	-11%
Cc1ccc(-c2nn(-c3ccccc3)cc2C(N)=O)o1	19%	4%	2.3%	0%	-2%	inhibitors of VEEV 10K pilot screen=1.4
COc1ccc(OC)c(NC(=O)CSc2nnnn2-c2ccccc2F)c1	-3%	9%	0.2%	6%	19%
CC(C)CCc1noc(CN(C)CCC2CCOCC2)n1	-8%	17%	0.1%	-6%	-3%
O=C(CSc1nnc(CNC(=O)c2ccco2)o1)Nc1cccc(Cl)c1	-2%	0%	3.6%	-4%	-5%
CC1=C[C@H](C)[C@H](c2c(F)cccc2Cl)CC1=O	2%	54%	0.1%	2%	-8%
O=C(c1cc2cc(Cl)ccc2o1)N1CCCC1	-5%	18%	1.1%	1%	5%
CCc1cccc(C)c1NC(=O)CCCn1c(=O)c2cccn2c2cccnc21	4%	10%	0.5%	-2%	-3%
COc1cc(C(=O)N2CCN(C(=O)c3ccco3)CC2)c([N+](=O)[O-])cc1OC	2%	-11%	i	8%	-8%
COc1ccc(N2CCN(Cc3nnnn3C3CCCCC3)CC2)cc1	0%	11%	2.9%	11%	7%
New compounds follow:
SMILES	M. tuberculosis HTS	M. tuberculosis	inhibitors of VEEV	Salmonella PhoP GFP	influenza NS1A	others
CC(O)Cc1cn([C@@H](CCCCNC(=O)OC(C)(C)C)C(=O)N2CCN(C(=O)OC(C)(C)C)CC2)nn1 (stereo partly drawn)	1%	-2%	0.7%	0%	3%
CC(C)NC1CCC(Nc2ccnc3cc(Cl)ccc23)CC1 (stereo not drawn)	x	x	4.5%	x	1%
O=C(Nc1cccc(S(=O)(=O)N2CCCCC2)c1)[C@@H]1CCCN1S(=O)(=O)c1ccccc1C(F)(F)F	x	x	6.6%	x	-1%
CN(C)CCCn1c(NCc2ccc3c(c2)OCO3)nc2ccccc21	-4%	3%	0.6%	13%	1%
Cc1nc(NC(=O)c2cccc(Cl)c2)sc1-c1csc(Nc2cccc(Cl)c2)n1	u	52%	x	-15%	x
N#CCSc1nc2ccccc2c(=O)n1CCCC(=O)NCc1ccco1	-7%	-9%	4.5%	3%	-4%
COC(=O)C1=C(C)N(Cc2ccc(OC)c(OC)c2)C(=O)C1	-10%	-11%	0.6%	12%	-2%
CCOc1ccc(CCNC(=O)Cc2ccc(NC3=NC4CS(=O)(=O)CC4S3)cc2)cc1OCC (stereo not drawn)	4%	11%	i	7%	5%
Cc1cc(C)n2nc(C(=O)N/N=C/C=C/c3ccccc3)nc2n1	0%	-15%	0.8%	8%	x
O=C(NC(=S)N1CCCCC1c1cccnc1)c1ccccc1 (stereo not drawn)	-2%	2%	i	17%	6%
CC(=O)OCC1OC(c2ccccc2)C(OC(C)=O)C(OC(C)=O)C1OC(C)=O (stereo not drawn)	-10%	-2%	3.3%	-5%	-5%
O=C1c2ccccc2C(Nc2ccc(F)cc2F)N1CCN1CCOCC1 (stereo not drawn)	-6%	-6%	1.8%	0%	-3%
O=[N+]([O-])c1cccc(C2Nc3cccc4cccc(c34)N2)c1	12%	17%	0.5%	-4%	18%
Cc1ccc(NC(=O)CC2S/C(=N/N=C3/NC(=O)CS3)NC2=O)cc1 (stereo not drawn)	10%	8%	0.2%	-10%	6%
CC(C)C[C@H]1CN=C(Nc2ccccc2)N1CCCC1CCCC1	63%	u	0.6%	7%	12%	inhibitors of VEEV 10K pilot screen=0.0
O=S(=O)(Nc1nc2ccccc2s1)c1ccc(Br)s1	-3%	38%	1.4%	1%	-8%
CCOC(=O)N1CCN(Cc2nc(CC3CC3)no2)CC1	-2%	7%	1.3%	0%	-9%
CN(c1ccc(C(=O)NCCSCc2ccco2)cc1)S(C)(=O)=O	-9%	12%	0.3%	-9%	-7%
COc1cc2nc(NC(=O)c3ccc(F)cc3Cl)sc(=O)c2cc1OC	2%	-17%	i	0%	1%
CCOc1ccc(C(=O)Nc2ccccc2-c2ccccc2)cc1Cl	4%	7%	i	-8%	-10%
Cc1c(C(=O)N(CCO)Cc2ccccc2)oc2c(F)cccc12	5%	17%	0.5%	-2%	-6%
O=C(O)c1cccc2cccc(-c3c4ccc(=O)c(O)c-4oc4c(O)c(O)ccc34)c12	x	x	2.9%	x	13%
Cc1ccc2cc(S(=O)(=O)NCCC(=O)O)ccc2c1	-8%	-5%	5.5%	3%	3%
Oc1ccc(C=NNC(=S)Nc2ccc(F)cc2)c(O)c1	x	x	11%	x	15µM*
O=C(NCc1ccccn1)C1CCCN(S(=O)(=O)c2cc(Cl)ccc2Cl)C1 (stereo not drawn)	x	x	8.2%	x	3%
Other structures follow:
SMILES	M. tuberculosis HTS	M. tuberculosis	inhibitors of VEEV	Salmonella PhoP GFP	influenza NS1A	others
COc1ccc(-c2csc(N3CCN(C(=O)c4ccccc4)CC3)n2)cc1	-18%	8%	i	4%	7%
O=c1oc(-c2cccc(Cl)c2)nc2c1cnn2-c1ccccc1	u	u	0.5%	3%	8%
COc1ccc2c(c1)c1nnc(SCC(=O)NC3CC3)nc1n2C	-2%	10%	i	0%	9%
CC(C)(C)NC(=O)C(=O)NN=C1CCCCCCC1	5%	-3%	3.1%	-8%	1%
Cc1ccc(S(=O)(=O)NN=C2CCC(C(C)(C)C)CC2)cc1[N+](=O)[O-] (stereo not drawn)	-6%	-4%	i	9%	0%
CC(=O)Nc1cccc(NC(=O)C(F)(F)F)c1	-2%	3%	0.2%	-6%	-12%
OC(CN1CCC(c2c[nH]c3ccccc23)CC1)C(F)(F)F (stereo not drawn)	-4%	-11%	2.1%	2%	-8%
CCOc1ccc(-c2nc(CN(Cc3ccccc3)C[C@@H]3CCC(=O)N3)c(C)o2)cc1	20%	34%	5.0%	-7%	-2%
O=C1CC(N2CCN(c3ccc(F)cc3)CC2)C(=O)N1Cc1ccccc1 (stereo not drawn)	-2%	98%	0.5%	-5%	-2%
Cc1cc(C(=O)OCC(=O)N2CCC(c3ccccc3)=N2)ccc1[N+](=O)[O-]	47%	x	8.7%	-6%	-9%
C=CCOc1cccc(C2c3c(oc4ccc(F)cc4c3=O)C(=O)N2CCCN2CCOCC2)c1 (stereo not drawn)	-14%	34%	i	2%	0%
COc1ccc([N+](=O)[O-])cc1N(CC(=O)NCCSc1ccccc1)S(C)(=O)=O	1%	4%	0.9%	-4%	10%
Cc1nc(Nc2ccc(Cl)cc2)c(C#N)c(=O)[nH]1	2%	-8%	2.9%	1%	6%
O=C(N[C@H](CO)Cc1ccccc1)c1ccco1	4%	-6%	0.7%	9%	-5%
CC(C)N1CCc2c(sc(NC(=O)CN3C(=O)c4ccccc4C3=O)c2C(N)=O)C1	-4%	5%	0.8%	-3%	-1%
COCC(C)NC(=O)c1cc2cccc([N+](=O)[O-])c2[nH]1 (stereo not drawn)	3%	8%	0.4%	-11%	4%
COc1ccc(-c2noc(CN(C)C(=O)c3ccoc3C)n2)cc1	1%	0%	i	-10%	-10%
CCOC(=O)Cc1cnc(NC(=O)c2ccccc2)s1	-10%	22%	2.2%	-4%	2%
Cc1ccc(S(=O)(=O)N(CC(=O)Nc2cccc([N+](=O)[O-])c2)Cc2ccc(Cl)cc2)cc1	5%	12%	i	-1%	9%
O=C(NC1CCCCC1)c1cc(Cl)ccc1[N+](=O)[O-]	-6%	-5%	i	11%	-6%
c1ccc2c(CN3CCCCC3)csc2c1	6%	-4%	2.4%	-9%	-11%
CN(C)c1cccc(-c2nnc(SCCCC#N)o2)c1	7%	14%	2.4%	1%	6%
CC(C)CCN(CCC(C)C)CC(O)Cn1c2ccccc2c(=O)c2ccccc21 (stereo not drawn)	u	u	0.2%	-1%	-5%
COc1ccc(-n2c(C)cc(/C=C3\SC(=S)NC3=O)c2C)cc1	14%	61%	0.5%	-6%	-8%	inhibitors of VEEV 10K pilot screen=0.8
Cc1ccc(C2CC(C(F)(F)F)n3ncc(C(=O)NCc4ccco4)c3N2)cc1 (stereo not drawn)	u	56%	i	19%	5%
CCCCNC(=S)N(C)/N=C/c1c(F)c(F)c(F)c(F)c1F	u	56%	5.4%	-1%	1%
C=CCOc1c2ccc(C(=O)NCc3ccc(C)cc3)cc2nn1C	10%	9%	0.8%	-3%	-5%
CCOC(=O)c1c(C(C)(C)C)oc2ccc(OCC#N)cc12	-6%	3%	1.3%	9%	-19%
